USP2a inh: blocks human ubiquitin-specific protease USP2a. actives 0.01% (n = 330,000). Potency, µM (doses to about 38.3 µM), for inactives: top-dose activity change, negative = inhibition, most hits filed as inhibitors. USP2 core, Ub-CHOP2 coupled fluorogenic reporter, 485/531. O75604;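 further: potency means the concentration at half of the fitted maximal effect; plate controls were DMSO wells for no effect and full inhibition by NEM control for full effect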
Target sequence (O75604 whole entry, looked up): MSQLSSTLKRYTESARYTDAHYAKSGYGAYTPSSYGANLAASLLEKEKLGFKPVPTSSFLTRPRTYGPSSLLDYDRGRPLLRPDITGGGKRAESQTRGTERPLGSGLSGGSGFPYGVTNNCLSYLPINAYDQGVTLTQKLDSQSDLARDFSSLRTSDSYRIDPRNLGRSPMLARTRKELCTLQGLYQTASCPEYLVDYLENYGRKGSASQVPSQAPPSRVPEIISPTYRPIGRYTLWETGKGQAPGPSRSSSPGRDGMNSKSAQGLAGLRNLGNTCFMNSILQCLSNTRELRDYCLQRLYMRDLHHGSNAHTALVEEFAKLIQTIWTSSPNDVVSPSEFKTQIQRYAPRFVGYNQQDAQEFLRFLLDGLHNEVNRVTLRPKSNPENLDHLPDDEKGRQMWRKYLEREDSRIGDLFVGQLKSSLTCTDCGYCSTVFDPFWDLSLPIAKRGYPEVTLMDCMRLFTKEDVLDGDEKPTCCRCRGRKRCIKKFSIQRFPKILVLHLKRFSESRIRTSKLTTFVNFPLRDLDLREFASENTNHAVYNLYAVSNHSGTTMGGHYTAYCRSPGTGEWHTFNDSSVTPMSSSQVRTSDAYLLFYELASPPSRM
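Cell-free coupled assay: 10nM USP2 core preincubated 30min RT with compound in Tris-HCl pH 8.0/CaCl2/CHAPS buffer, then 25nM Ub-CHOP2 and 25nM reporter substrate; fluorescence (Ex 485/Em 531) read after 60min RT, normalized to NEM inhibition, concentration-response curves fitted.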
TRPV1 agonist: activates the human vanilloid receptor TRPV1; activation, % at 8.33 µM; AID 540275; TRPV1-expressing cells, Fluo-8 calcium influx, agonist mode; Q8NER1; actives 0.19% (n = 320,000); in the data active means activation above about 80%; inconclusive means between about 30% and that limit; further: 0% is about no effect
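TRPV1-expressing cells were cultured overnight at 35.5C and loaded with Fluo-8 calcium dye for 40 to 90 min at room temperature. After a 10 s baseline, compound was added and calcium influx was read kinetically for 3 min (ex 480/em 520 nm).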
B2AR arrestin: recruits beta-arrestin to the human beta2-adrenergic receptor; P07550; beta-arrestin recruitment to beta2AR, cell-based reporter; Potency, µM (highest dose often 46.1 µM), inactives show at the highest dose activation, most hits filed as activators; actives 0.02% (n = 330,000);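 further: potency means the concentration at half of the fitted maximal effect; 0% = DMSO controls and full agonism = EC100 isoproterenol or metaproterenol; nearly all actives have a fitted effect of over 65% in size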
KCNH2 WT inh: blocks the wildtype human KCNH2 potassium channel | Q12809 | U2OS, BacMam KCNH2, thallium flux FluxOr; active compounds read low | activity change, % at 1.84 µM | actives 0.37% (n = 340,000);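 active means maximum activity change below -70%; inconclusive means maximum activity change between -70% and -50%; inactive means maximum activity change above -50%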; further: on the % scale 0 is the no-effect control and ±100 the full control effect
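U2OS cells transduced with wild-type KCNH2 virus are loaded with FluxOr dye for 45 min, and thallium flux is measured in kinetic reads before and after stimulation buffer. Rate constants are normalized to DMSO controls.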
PKM2 act: PKM2 (human) enzyme activation | P14618 | purified PKM2, Kinase-Glo ATP luminescence, activation; response scale: 0% is enzyme alone, no compound | Potency, µM (highest dose often 57.5 µM), for the others: at the highest dose activation, usual class: activators | actives 0.34% (n = 260,000) | AID 1631; further: potency means the concentration at half of the fitted maximal effect; on the % scale 0 is the no-effect control and ±100 the full control effect; nearly all actives have a fitted effect of over 55% in size
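Purified hPK-M2 (>95% pure) converted ADP (0.1 mM final) to ATP with 0.5 mM PEP in 50 mM imidazole pH7.2, KCl, MgCl2, Tween 20, BSA; 1 h at room temperature. ATP detected by Kinase-Glo luminescence.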
GALK inh: blocks human galactokinase activity; P51570; Purified GALK, Kinase-Glo residual ATP luminescence; Potency, µM (top dose mostly 57.5 µM), for inactives: at the highest dose activity change, negative = inhibition, most hits filed as inhibitors; actives 0.007% (n = 270,000); AID 1868; further: potency means the concentration at half of the fitted maximal effect; on the % scale 0 is the no-effect control and ±100 the full control effect
Target sequence (P51570 whole entry, looked up): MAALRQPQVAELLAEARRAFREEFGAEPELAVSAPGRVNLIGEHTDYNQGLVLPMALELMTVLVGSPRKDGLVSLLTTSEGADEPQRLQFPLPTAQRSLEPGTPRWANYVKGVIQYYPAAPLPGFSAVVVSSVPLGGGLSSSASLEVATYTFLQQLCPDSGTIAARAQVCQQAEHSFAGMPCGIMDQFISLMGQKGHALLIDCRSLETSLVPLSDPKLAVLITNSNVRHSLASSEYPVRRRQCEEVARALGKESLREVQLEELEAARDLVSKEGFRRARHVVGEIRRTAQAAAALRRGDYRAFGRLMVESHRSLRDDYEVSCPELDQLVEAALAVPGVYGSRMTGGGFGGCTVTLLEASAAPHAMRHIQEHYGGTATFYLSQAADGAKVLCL
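5 nM enzyme, 35 uM ATP, 100 uM galactose, 20 mM HEPES pH8.0, 5 mM MgCl2; 1 h RT; residual ATP by Kinase-Glo Plus luminescence, qHTS format.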
Coupling enz: counter-screen for Giardia aldolase inhibitors: coupling enzyme system; coupling enzyme system counterscreen, AmpLite Red fluorescence; activity change, negative = inhibition, % at 58.2 µM, hits read low; actives 0.67% (n = 290,000); in the data active means activity change below about -30%; further: on the % scale 0 is the no-effect control and ±100 the full control effect
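Fluorescence at 525 nm excitation and 598 nm emission measured inhibition of the coupled detection system without aldolase. Compounds (at 57.5 uM final) were preincubated 10 min at room temperature with coupling enzyme reagent before a 20 min substrate/AmpLite Red step.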
CXXC DNA block: inhibitors of human MLL CXXC domain-DNA interaction; Q03164; MLL-CXXC / FITC-HOXA9 DNA fluorescence polarization; Potency, µM (titrated, usually from 115 µM), for the others: at the top dose activity change, negative = inhibition, hits mostly inhibitors; actives 0.037% (n = 290,000); AID 2662; active means well fitted inhibition curve with a large enough effect in the polarisation, with a control signal flat, not every such curve was filed as active; inconclusive means small, poorly fitted or top-dose-only effect, or effect the other way, or a change in a side signal; inactive means no such curve, though single readings can be large or run the other way; the % refers to the polarisation; further: potency means the concentration at half of the fitted maximal effect
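Steps: dispense CXXC domain solution (7 uM) → pin compounds or unlabeled HOX-A9 DNA control → 5 min ambient → add FLSN-HOX-A9 solution (50 nM) → spin → 30 min ambient → fluorescence polarization. Tris pH 7.5/NaCl/DTT/BSA buffer.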
Giardia killer: Giardia lamblia killing. actives 0.15% (n = 340,000). activity change, % at 7.66 µM, hits read low. Giardia lamblia trophozoite viability; in the data active means activity change below about -80%; inconclusive means between about -30% and that limit;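 further: parasites exposed to compound for two days anaerobically before the ATP read; on the % scale 0 is the no-effect control and ±100 the full control effect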
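Giardia lamblia trophozoites (100 cells/well) were incubated with compounds for 48 h at 37 deg C under anaerobic conditions. Viability was read as ATP content by one-step luminescence after 15-30 min at room temperature.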
Menin-MLL TR inh: displaces Texas Red mutant MLL peptide from human menin; actives 0.23% (n = 270,000); Potency, µM (top dose mostly 61.6 µM), without a hit: at the highest dose FP activity change, negative = inhibition, hits mostly inhibitors; Menin + Texas Red MLL mutant peptide, fluorescence polarization; active means well fitted inhibition curve with a large enough effect in the polarisation, with a control signal flat, not every such curve was filed as active; inconclusive means small, poorly fitted or top-dose-only effect, or effect the other way, or a change in a side signal; inactive means no such curve, though single readings can be large or run the other way; the % refers to the polarisation; further: potency means the concentration at half of the fitted maximal effect; % of control where 0% means no effect; many of its hits are not listed in these tables
KCNH2 3.1 block: inhibitors of human KCNH2 3.1 potassium channel isoform | activity change, % (tested at about 1.8 µM) | U2OS KCNH2 3.1, thallium flux FluxOr; active compounds read low | actives 0.95% (n = 340,000);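 active means maximum activity change below -70%; inconclusive means maximum activity change from -70% to -50%; inactive means maximum activity change above -50%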;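 further: thallium influx rate constant from kinetic fluorescence after stimulation buffer; on the % scale 0 is the no-effect control and ±100 the full control effect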
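Virally transduced U2OS (3.1 isoform, 4 h infection in dark at RT) → overnight 37 C → FluxOr + Red40 in HBSS/HEPES, 45 min → stimulation buffer, 2 min kinetic read → rate constant vs DMSO controls.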
* marks the source's active call; other numbers are inactive results; i = inactive; ? = inconclusive; · = not tested or not shown; & = joins results of further samples; [ ] = dose if it differs, or a comment. Unless noted, the call rests on the fitted dose curve; in most records, active means well fitted curve in the direction sought with a large enough effect; inconclusive means small, poorly fitted or top-dose-only effect, or another doubt; inactive means no such curve, though single readings can be large; an effect the other way counts as inactive or inconclusive. Not all compounds are listed (hit frequency here may not be typical).

Results follow in this order: USP2a inh	TRPV1 agonist	B2AR arrestin	KCNH2 WT inh	PKM2 act	GALK inh	Coupling enz	CXXC DNA block	Giardia killer	Menin-MLL TR inh	KCNH2 3.1 block
1	O=C(O)c1cc(O)c2c(c1)[C@@H]([C@H]1c3cc(C(=O)O)cc(O)c3C(=O)c3c(O[C@@H]4O[C@H](CO)[C@@H](O)[C@H](O)[C@H]4O)cccc31)c1cccc(O[C@@H]3O[C@H](CO)[C@@H](O)[C@H](O)[C@H]3O)c1C2=O
    2µM*	·	-0.9%	-3	·	·	·	·	-15	·	10
2	O=C(O[C@@H](C(=O)O)[C@@H](OC(=O)c1ccccc1)C(=O)O)c1ccccc1
    5%	2	0.2%	0	·	·	·	·	-4	·	-1
3	Cc1ccc2nc(-c3ccc(NC(=O)COC(=O)c4ccc(Br)o4)cc3)sc2c1
    4%	1	-0.2%	-2	1%	0%	-1	39%[activator]	?	·	4
4	N#Cc1cnn2ccc(-c3cc(N4CCOCC4)ccc3[N+](=O)[O-])nc12
    0%	-2	-0.1%	9	13%	1%	-1	-1%	3	-13%	1
5	COc1cccc(NC(=O)C2C3CC4OC(=O)C2C4C3)c1 (stereo unspecified)
    0%	-2	-0.3%	-5	-6%	-2%	3	5%	-29	16%	-11
6	O=C(CSc1nc(C2CC2)nc2ccccc12)N1CCCCC1
    2%	-4	-0.6%	-8	-2%	3%	3	4%	15	-13%	25
7	Cc1ccc(-n2cc(CNCCN3CCOC3=O)c(-c3cccc(C)c3)n2)cc1
    7%	14	-0.1%	16	-4%	1%	5	0%	4	2%	-16
8	O=C(CCS(=O)(=O)Cc1ccccc1)NCc1ccco1
    0%	0	0.0%	-8	-1%	-1%	2	1%	0	8%	-22
9	C=CCOC(=O)C1=C(C)NC(SCC(=O)NC(=O)OCC)=C(C#N)C1c1cccnc1 (stereo unspecified)
    3%	1	5.5%	-2&6	3%	7%	4	2%	-9&3	-7%	-7&-2
10	CCC(CC)N1CCN(C(=O)c2cc(OC)c(OC)c(OC)c2)CC1
    0%	1	-1.2%	-7	-1%	4%	1	-6%	-7	6%	8
11	CC(=O)N1CC(C)Oc2ccc(S(=O)(=O)NC(CC(=O)O)c3ccccc3C)cc21 (stereo unspecified)
    2%	2	0.0%	-4	·	-1%	12	7%	1	0%	-5
12	COc1ccc(N2CC(C(=O)N3CCC(c4nc5ccccc5[nH]4)CC3)CC2=O)cc1 (stereo unspecified)
    -2%	-1	-0.9%	-2	·	·	·	·	-7	·	-7
13	COc1cccc(NC(=O)C2CC(=O)N=C(N)S2)c1 (stereo unspecified)
    2%	1	-0.1%	-5	-13%	-2%	3	1%	-6	-8%	7
14	O=C(CN1CCN(C(=O)c2ccco2)CC1)Nc1ccccc1
    0%	0	-0.2%	7	0%	-1%	-1	4%	14	1%	-5
15	O=C(CSc1ccc(F)cc1)Nc1ccccc1Br
    3%	4	1.1%	31	0%	9%	0	1%	3	-6%	4
16	CN(CCCNC(=O)CSc1cc(=O)n(C)c2cc(Cl)ccc12)Cc1ccccc1
    -3%	2	0.1%	i	-8%	4%	0	8%	40[activator]	-7%	-6
17	CCN(CCO)Cc1cc(=O)oc2cc3c(cc12)CCC3
    1%	9	-0.6%	1	-2%	1%	-3	10%	5	-15%	17
18	O=C(CSc1cccc[n+]1[O-])NC1CCCCCCC1
    0%	2	-0.1%	10	·	0%	-1	-5%	-15	0%	13
19	CCOc1cc(CNCc2ccccn2)ccc1OCC(=O)NC1CCCCC1
    5%	-1	0.0%	9	5%	-1%	5	8%	-21	-11%	-5
20	CCn1c(COc2ccccc2OC)nnc1SCC(=O)NC1CCCC1
    1%	-1	0.1%	1	2%	1%	1	0%	30	-16%	4
21	O=C(Cc1ccc(F)cc1)NCCS(=O)(=O)N1CCN(c2cccc(Cl)c2)CC1
    0%	?	0.1%	8	·	·	·	·	3	·	-30
22	CSc1nnc2ccc(-c3ccc(C)cc3)nn12
    -3%	-1	0.5%	19	6%[0.46 µM]	0%	2	-8%	3	-14%	11
23	CCC(=O)c1ccc(OCC(O)CN2CCCCC2)cc1 (stereo unspecified)
    0%	1	-0.2%	9	7%	-1%	5	0%	-1	?	-3
24	O=C(CCl)Oc1ccc2occ(C(=O)c3cccs3)c2c1
    -1%	0	0.4%	6	-3%	0%	-1	116%[activator]	-12	-10%	6
25	NC(=O)COC(=O)CSc1ccc2ccccc2c1
    2%	11	0.2%	5	4%	0%	-1	-3%	4	-3%	4
26	Cc1ccccc1C1CCCN(Cc2nc(C3CC3)no2)C1 (stereo unspecified)
    -3%	27	0.8%	6	-9%	3%	-2	-4%	-5	-24%	-25
27	CCCCCCCCC(=O)NCCOc1ccc(OC)cc1
    0%	?	-0.5%	-6	-3%	2%	4	7%	5	-15%	2
28	Cc1ccc(-n2nc3c(N4CCC(C(=O)N5CCN(C)CC5)CC4)nnc(C)c3c2C)cc1
    3%	-2	0.2%	-17	-3%[0.46 µM]	1%	1	31%[activator]	2	-23%	-8
29	O=S1(=O)N=C(N2CCc3ccccc3C2)c2ccccc21
    4%	14	-3.2%	2	-3%	3%	1	7%	30[activator]	-6%	10
30	Cc1ccc(S(=O)(=O)N(NC2=NS(=O)(=O)c3ccccc32)C(=O)c2ccccc2)cc1
    -1%	0	1.1%	4	2%	-1%	9	69%[activator]	10	4%	-2
31	Nc1c(C(=O)N/N=C/c2cccnc2)cnn1-c1ccccc1
    3%	6	-1.2%	11	-9%	·	0	-5%	-4	-16%	8
32	COc1cc(C(=O)OCC(C)=O)c([N+](=O)[O-])cc1OC
    1%	-1	0.0%	-11	-10%	1%	2	4%	0	27%	13
33	COc1ccc(-c2cc(=Nc3ccc(C)cc3)c3ccccc3o2)cc1
    -1%	0	-0.3%	7	0%	2%	-6	0%	5	14%	3
34	CC(c1ccccc1)n1c(N2CCNCC2)nc2c1c(=O)[nH]c(=O)n2C (stereo unspecified)
    0%	-4	-0.8%	14	-1%	-1%	-1	8%	18	6%	-2
35	O=C(CNC(=O)c1ccco1)OC(C(=O)c1ccccc1)c1ccccc1 (stereo unspecified)
    -1%	-1	-0.1%	1	0%	1%	3	-9%	-27	-19%	12
36	COc1cc(OC)c(NC(=O)C2CCCO2)cc1Cl (stereo unspecified)
    2%	3	0.4%	2	0%	3%	0	34%[activator]	8	-20%	2
37	Cn1c(=O)oc2cc(S(=O)(=O)N3CCN(c4cccc(Cl)c4)CC3)ccc21
    3%	1	0.3%	4	-1%	0%	2	39%[activator]	3	10%	-7
38	O=C1CC(c2ccccc2)Cc2nc3nc(C(F)(F)F)nn3cc21 (stereo unspecified)
    2%	-3	-1.3%	-10	-1%	0%	-1	10%	-5	·	0
39	CC1OC(Nc2ccc(N=Nc3ccccc3)cc2)C(O)C(O)C1O (stereo unspecified)
    0%	2	-0.2%	-4	0%	1%	-1	0%	-13	8%	·
40	CCCOc1ccc(Cn2c(O)cc(=O)[nH]c2=O)cc1
    2%	3	-0.3%	-15	24%	-2%	13	9%	-16	25%	-15
41	CCCCC(=O)NCc1ccc(F)cc1
    1%	0	-0.5%	4	4%	-3%	0	0%	2	-2%	33
42	Cc1ccc(SCCN)cc1C
    1%	-1	-0.1%	-16	1%	3%	0	5%	-30	-6%	-3
43	O=c1nc2n(c3ccc([N+](=O)[O-])cc13)CCCCC2
    3%	-2	-0.1%	7	-1%	0%	0	5%	-9	4%	-4
44	Fc1ccc(/C=N/NC(=S)Nc2ccc(Cl)cc2Cl)cc1
    1%	1	-0.4%	-8	-3%	2%	0	-15%	-16	·	7
45	CC(C)(C)Nc1nc(SCC(=O)Nc2ccccc2)nc(N2CCOCC2)n1
    -2%	24	-0.4%	-5	6%	-2%	0	-4%	0	-1%	3
46	COc1ccc(N(CC(=O)NCC(C)C)S(=O)(=O)c2ccccc2)cc1
    2%	4	-0.2%	-16	3%	-3%	0	2%	-17	-14%	13
47	CCOC(=O)C1=C(C)C(c2ccccc2O)NC(=O)N1 (stereo unspecified)
    8%	1	-0.2%	-4	2%	-4%	-1	-2%	5	2%	-1
48	O=C(Oc1cccc(N2C(=O)CCC2=O)c1)C1CC(=O)N(c2ccc(Br)cc2)C1 (stereo unspecified)
    1%	15	-0.1%	-5	-5%	-2%	5	4%	2	35%[activator]	4
49	CCc1ccc(Nc2cc(C)nc3nc(C)nn23)cc1
    0%	?	-0.8%	-1	0%	·	1	0%	-4	-1%	-1
